Assay outcomes as filed in PubChem BioAssay.
TDP-43 yeast inh – qHTS of TDP-43 Inhibitors; Potency, µM (top dose mostly 46.1 µM), for inactives: at the top dose growth rescue (activation), hits mostly activators; TDP-43 expressing yeast growth rescue, BacTiter-Glo, 24 h; actives 1.8% (n = 410,000); also: potency is read from the fitted curve at half-maximal effect; % of control where 0% means no effect; nearly all actives have a fitted effect of over 50% in size
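Readout is BacTiter-Glo luminescence of cell growth, so inhibitors register as activators. TDP-43-expressing yeast at OD600=0.02 in galactose medium, after raffinose pregrowth to mid-log, were incubated with compound for 24 hr at 30 deg C.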
HEK293 tox – qHTS of GLP-1 Receptor Inverse Agonists: Cytotox Screen. HEK293 cAMP-luciferase reporter cells, luminescence, 24 h. Potency, µM (doses to about 38.3 µM), without a hit: at the highest dose activity change, negative = inhibition, usual class: inhibitors. actives 0.13% (n = 410,000). AID 624418, 2012;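 also: loss of luciferase light is scored as toxicity; potency is read from the fitted curve at half-maximal effect; % is scaled to controls: 0 for no effect and ±100 for the full control effect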
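Luminescence readout: signal drop marks cytotoxicity. Plated cells grew 12 h at 37 °C, 5% CO2, received 23 nL compound for 24 h, then got luciferase reagent, read after 12 min at RT.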
GLP1R inv ag – qHTS of GLP-1 Receptor Inverse Agonists (Inhibition Mode) | Glucagon-like peptide 1 receptor (Homo sapiens), P43220 | HEK293 GLP-1R CRE-luciferase, luminescence, 24 h; GLP-1R form is constitutively active | Potency, µM (titrated, usually from 38.3 µM), for inactives: at the top dose activity change, negative = inhibition, hits mostly inhibitors | actives 1.6% (n = 410,000); also: potency is read from the fitted curve at half-maximal effect; % is scaled to controls: 0 for no effect and ±100 for the full control effect; nearly all actives have a fitted effect of over 55% in size
Target sequence (P43220 whole entry, looked up): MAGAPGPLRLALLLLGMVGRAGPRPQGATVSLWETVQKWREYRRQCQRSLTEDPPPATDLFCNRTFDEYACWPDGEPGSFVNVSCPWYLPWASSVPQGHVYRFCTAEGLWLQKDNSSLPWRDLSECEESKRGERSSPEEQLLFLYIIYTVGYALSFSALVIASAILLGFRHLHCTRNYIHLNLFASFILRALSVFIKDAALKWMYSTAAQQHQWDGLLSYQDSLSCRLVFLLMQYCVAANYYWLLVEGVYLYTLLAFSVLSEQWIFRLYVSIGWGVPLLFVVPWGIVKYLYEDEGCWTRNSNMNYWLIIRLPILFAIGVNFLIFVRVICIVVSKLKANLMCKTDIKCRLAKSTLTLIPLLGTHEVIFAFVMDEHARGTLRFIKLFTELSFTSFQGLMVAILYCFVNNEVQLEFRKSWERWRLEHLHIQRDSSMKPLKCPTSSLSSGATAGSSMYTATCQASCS
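HEK293 cells stably co-expressing constitutively active GLP-1R and a cAMP-responsive luciferase reporter were seeded in DMEM with 10% Nu serum, given compounds after 12 h, and incubated 24 h at 37 deg C. Luminescence was then read.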
Mm-Cpn inhibitor – Inhibitors of TCP-1 ring complex (TRiC) of Methanococcus maripaludis (MmCpn): qHTS; Chaperonin Mm-Cpn (Methanococcus maripaludis); purified Mm-Cpn ATPase, ADP Transcreener TR-FRET; Potency, µM (doses to about 76.9 µM), inactives show at the highest dose activity, negative = inhibition, most hits filed as inhibitors; actives 0.031% (n = 330,000); also: potency is read from the fitted curve at half-maximal effect; % is scaled to controls: 0 for no effect and ±100 for the full control effect; nearly all actives have a fitted effect of over 80% in size
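ATPase turnover read by TR-FRET ADP competition (Eu cryptate antibody/ADP-d2, 665/590 nm): 10uM ATP final, 25nM Mm-CPN final, 30 min 37degC after 10-min compound preincubation, pH 7.4 Tris/KCl/MgCl2/DTT buffer.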
aSyn rescue – qHTS of alpha-syn Inhibitors. Potency, µM (highest dose often 46.1 µM), for the others: at the top dose growth rescue (activation), actives largely listed as activators. Yeast expressing alpha-synuclein, growth rescue, BacTiter-Glo, 24 h. actives 0.14% (n = 370,000); also: potency is read from the fitted curve at half-maximal effect; % of control where 0% means no effect; nearly all actives have a fitted effect of over 65% in size
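Screening used galactose-induced yeast with toxic alpha-synuclein levels, exposed to compound for 24 hr at 30 deg C. Cell growth, read with BacTiter-Glo luminescence, gave the measured signal.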
Abeta rescue – qHTS for compounds that reverse cellular toxicity of Amyloid beta (A-beta) peptide in yeast: Primary Screen; AID 1347071, 2019; actives 0.063% (n = 410,000); yeast expressing A-beta42, growth rescue, OD600, 48 h; response scale: 0% DMSO, 100% iron-clioquinol control; Potency, µM (highest dose often 46.1 µM), for inactives: at the top dose growth rescue, hits mostly activators; also: potency is read from the fitted curve at half-maximal effect; nearly all actives have a fitted effect of over 55% in size
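Yeast growth medium received pinned compounds, then yeast cells expressing toxic A-beta were added; plates incubated at 30 C for 48 hr. Growth read as absorbance at 600 nm, normalized to DMSO and equimolar FeCl3 plus clioquinol controls.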
FUS suppressor – qHTS for Suppressors of FUS Proteinopathy: Primary screen using FUS-linked yeast assay | S. cerevisiae FUS-expressing, growth rescue, OD600, 24 h | Potency, µM (doses to about 76.6 µM), for the others: at the highest dose growth rescue (activation), usual class: activators | actives 0.24% (n = 390,000) | AID 1347120, 2019;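 also: potency is read from the fitted curve at half-maximal effect; plate controls were DMSO vehicle for no effect and reference control for full effect; nearly all actives have a fitted effect of over 55% in size; some results filed as inactive show a strong effect at the top dose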
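Yeast expressing FUS under galactose induction, OD 0.005 in 2% galactose medium; compounds in a dilution series, 24 h at 30C. Growth rescue by absorbance at 600 nm; CP55940 positive control, DMSO negative.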
PTHR1 agonist – qHTS for PTHR1 Agonists: Primary Screen; Parathyroid hormone/parathyroid hormone-related peptide receptor (Homo sapiens), Q03431; HEK293 GP2 PTHR1 cells, GloSensor cAMP luminescence, 1 h; Potency, µM (titrated, usually from 115 µM), for inactives: top-dose activation, actives largely listed as activators; actives 0.075% (n = 410,000); AID 743266, 2014; also: potency is read from the fitted curve at half-maximal effect; nearly all actives have a fitted effect of over 55% in size; some results filed as inactive show a strong effect at the top dose; inactives centre near -15; many of its hits are not listed in these tables
Target sequence (Q03431 whole entry, looked up): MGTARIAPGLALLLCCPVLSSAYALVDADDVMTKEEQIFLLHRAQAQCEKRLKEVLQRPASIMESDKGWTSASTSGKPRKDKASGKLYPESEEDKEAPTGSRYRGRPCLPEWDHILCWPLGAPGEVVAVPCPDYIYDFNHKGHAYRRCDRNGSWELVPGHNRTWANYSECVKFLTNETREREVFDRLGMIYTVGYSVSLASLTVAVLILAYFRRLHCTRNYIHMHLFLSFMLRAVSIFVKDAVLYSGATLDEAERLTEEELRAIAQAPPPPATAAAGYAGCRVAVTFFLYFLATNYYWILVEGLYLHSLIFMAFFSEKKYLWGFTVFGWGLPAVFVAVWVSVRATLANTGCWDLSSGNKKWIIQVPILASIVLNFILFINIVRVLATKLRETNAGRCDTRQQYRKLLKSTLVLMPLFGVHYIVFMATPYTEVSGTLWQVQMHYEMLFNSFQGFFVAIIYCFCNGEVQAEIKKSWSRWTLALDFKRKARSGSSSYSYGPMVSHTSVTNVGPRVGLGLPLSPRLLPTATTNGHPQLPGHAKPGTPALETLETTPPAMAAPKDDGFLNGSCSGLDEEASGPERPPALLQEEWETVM
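HEK-293-derived GP2 cells expressing PTHR1 and a GloSensor cAMP reporter, 3,000/well, plated overnight, given luciferin plus IBMX (each 0.5 mM as added) for 1 h at 37 °C, then compound for 1 h at 37 °C. Luminescence was read after 15 min at room temperature.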
Akt phos inh – HTS Assay for Inhibitors of Akt Phophorylation: Primary Screen; Neuro2A IGF-stimulated pAkt S473 HTRF, 20 min; active compounds read low; activity change, % for hits at 50 µM; actives 0.32% (n = 360,000); in the data active = activity change below about -80%; inconclusive = mostly about -51% to -80%; also: % is scaled to controls: 0 for no effect and ±100 for the full control effect
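Single-point screen (50 µM final compound) in Neuro2A cells stimulated 20 min with 6 nM IGF at 37 deg C. After lysis, Ser473-phosphorylated Akt read by HTRF (ex 330 nm, em 615/665 nm) as the 665/615 ratio.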
* marks the source's active call; other numbers are inactive results; i = inactive; ? = inconclusive; · = not tested or not shown; [ ] = another dose, or the depositor's remark. Unless noted, calls follow the shape of the dose curve; as a rule, active = well fitted curve in the direction sought with a large enough effect; inconclusive = small, poorly fitted or top-dose-only effect, or another doubt; inactive = no such curve, though single readings can be large; an effect the other way counts as inactive or inconclusive.

nr	SMILES	PTHR1 agonist	Akt phos inh	HEK293 tox	Abeta rescue	Mm-Cpn inhibitor	GLP1R inv ag	TDP-43 yeast inh	aSyn rescue	FUS suppressor
1	O=C(CN1C(=O)NC2(CCCC2)C1=O)N1CCN(S(=O)(=O)c2cccc(F)c2)CC1	i	i	?	8%	-2%	-11%	-2%	1%	16%
2	O=C(/C=C/c1ccco1)OCC(=O)c1cccc([N+](=O)[O-])c1	-4%	i	9%	7%	0%	5%	8%	-3%	17%
3	CC1CN(C(=O)c2cc(S(=O)(=O)N3CCCC3)ccc2Cl)CC(C)O1 (stereo not given)	i	i	5%	10%	0%	-8%	8%	-8%	5%
4	COCCNC(=O)C1(C)CCN(C(=O)/C=C/c2ccccc2)C1 (stereo not given)	-17%	i	4%	-3%	·	19%	8%	-2%	-13%
5	CCN(Cc1ccccc1)C(c1ccc(C)cc1)c1nnnn1C(C)(C)C (stereo not given)	-40%[inhibitor][57.5 µM]	i	-8%	17%	-6%	4%	0%	3%	-8%
6	COc1cccc(CNC(=O)CC(c2ccc(C)cc2)N2Cc3ccccc3C2=O)c1 (stereo not given)	i	·	-8%	-11%	·	-36%	18%	-2%	-1%
7	CC1(c2nnc(Cc3ccccc3)o2)CC(c2ccc([N+](=O)[O-])cc2)=NO1 (stereo not given)	i	i	11%	1%	3%	-3%	26%	0%	33%
8	CCOc1ccc(NC(=O)CCSc2ccc3ccccc3n2)cc1	-23%	i	21%	6%	?	-23%	29%	2%	·
9	CN(C)c1cc(-c2cccc(C(F)(F)F)c2)oc(=O)c1Cl	i	i	7%	-13%	·	0%	-4%	-15%	44%
10	COc1ccc(S(=O)(=O)N(CC(=O)NC2CCCC2)c2ccccc2OC)cc1	-21%	i	11%	-7%	-9%	7%	12%	5%	·
11	O=S(=O)(c1ccccc1)N1N=C(c2cccs2)CC1c1ccc(F)cc1 (stereo not given)	-13%[57.5 µM]	i	2%	12%	-1%	?	-23%	0%	3%
12	O=C1C2ON(c3ccccc3)C(c3cccnc3)C2C(=O)N1c1ccc(Cl)c(Cl)c1 (stereo not given)	i	i	1%	-12%	-2%	-9%	9%	15%	44%
13	C=CCOc1ccc(/C=C/C(=O)OCC(=O)N2CCCc3ccccc32)cc1	-14%	i	20%	1%	-1%	-10%	20%	4%	-10%
14	COc1ccccc1-n1cnnc1SC(C)C(=O)Nc1ccc(NC(C)=O)cc1 (stereo not given)	i	i	4%	-10%	?	9%	-1%	2%	-25%
15	Cc1ccc(CN2CCC(CNc3ncnc4onc(-c5ccc(Cl)cc5)c34)CC2)cc1	-5%	·	1%	0%	·	5%	18%	0%	4%

(continued)
nr	SMILES	PTHR1 agonist	Akt phos inh	HEK293 tox	Abeta rescue	Mm-Cpn inhibitor	GLP1R inv ag	TDP-43 yeast inh	aSyn rescue	FUS suppressor
16	CCC(C)(C)NC(=O)Nc1cc(Cl)ccc1OC	-49%	i	0%	-10%	0%	1%	-10%	5%	·
17	COCCCNC(=O)Cn1nnc(-c2ccc(NC(=O)c3ccccc3OC)cc2)n1	-12%[57.5 µM]	i	-18%	-4%	-7%	0%	-6%	3%	3%
18	Cc1cc(N)n(-c2ccc3ccccc3c2)n1	20%[57.5 µM]	i	21%	4%	-6%	-28%	5%	-4%	18%
19	CCOC(=O)N1CCC(NCc2c(C(=O)N(C)Cc3ccccc3)nc3ccccn23)CC1	i	i	-1%	-4%	-1%	14%	-25%	-1%	12%
20	Cc1ccc(C(=O)N[C@H](C(=O)Nc2ccc(F)cc2)C(C)C)cc1	-7%	i	14%	2%	-2%	?	8%	-1%	-18%
21	C/C(N)=C(/C#N)C(=O)COC(=O)c1cc(-c2ccc(C)cc2)nc2ccccc12	-17%	i	5%	-8%	0%	3%	5%	-9%	-13%
22	O=C1c2ccccc2C2N1CCCN2C(=O)c1sc2ccccc2c1Cl (stereo not given)	-47%[inhibitor]	i	4%	-6%	·	-18%	18µM*	12%	43%
23	O=C(NCCc1ccccc1)c1ccc2nc3cc(Cl)ccc3c(=O)n2c1	-3%	i	1%	7%	-3%	23%	6%	1%	7%
24	O=C(Nc1nnc(SCCN2CCOCC2)s1)C1CC(=O)N(c2ccccc2)C1 (stereo not given)	i	i	0%	-9%	-3%	13%	20%	0%	10%
25	COC(=O)C1(C(=O)OC)Cc2ccccc2N(S(=O)(=O)c2ccc(C)cc2)C1CC(C)=O (stereo not given)	-63%[inhibitor]	i	-2%	-6%	·	-8%	8%	3%	42%
26	CC1=C(c2ccccc2)[N+](=O)C2(CCCCC2)N1[O-]	i	i	-2%	-6%	0%	11%	6%	1%	15%
27	CC(C)C(=O)c1cn(CC(=O)O)c2ccccc12	i	i	25%	-9%	1%	-30%	-56%[inhibitor]	-3%	29%
28	COc1ccc(N(C(=O)C(C)C)S(=O)(=O)c2cccc3cccnc23)cc1	i	i	6%	-6%	0%	-11%	-10%	8%	·
29	CNC(=S)N/N=C/c1cc(C)n(-c2ccc(Cl)c(Cl)c2)c1C	i	i	-20%	-20%	-7%	?	?	13%	11%
30	Oc1ccc(Oc2ncc(Cl)cc2Cl)cc1	-18%	i	-6%	-2%	4%	17%	8.9µM*	13%	·

(continued)
nr	SMILES	PTHR1 agonist	Akt phos inh	HEK293 tox	Abeta rescue	Mm-Cpn inhibitor	GLP1R inv ag	TDP-43 yeast inh	aSyn rescue	FUS suppressor
31	N#Cc1ccccc1CSCCNC(=O)Cc1c(F)cccc1Cl	-23%	i	2%	-7%	0%	-15%	?	11%	-12%
32	COc1ccc(CCN2C(=O)c3ccccc3C2(O)c2ncc[nH]2)cc1OC (stereo not given)	i	i	1%	-4%	0%	7%	-18%	-22%	-14%
33	O=[N+]([O-])c1cccc(C(=Nc2ccccc2Cl)NO)c1	7%[57.5 µM]	i	6%	35%	0%	0%	?	1%	16%
34	COc1ccc(NC(=O)CN2C(=O)C(C)Oc3ccccc32)cc1 (stereo not given)	i	i	4%	-24%	1%	5%	18%	2%	·
35	CCOc1ccc(NC(=O)C2CCC(CNc3c(N4CCCCC4)c(=O)c3=O)CC2)cc1 (stereo not given)	i	i	14%	1%	-3%	4%	-18%	-10%	12%
36	CC(=O)c1ccc(OCc2cc(C(=O)N(C)Cc3cc(C)no3)no2)cc1	-13%	i	-3%	1%	-2%	18%	?	7%	13%
37	Cc1ccc(N)c(C(=O)CCCCC(=O)O)c1	19%[57.5 µM]	i	-7%	9%	0%	-6%	-14%	10%	9%

Some of the entries above, reformatted:
[36] CC(=O)c1ccc(OCc2cc(C(=O)N(C)Cc3cc(C)no3)no2)cc1
  PTHR1 agonist = -13%	Akt phos inh = i	HEK293 tox = -3%	Abeta rescue = 1%	Mm-Cpn inhibitor = -2%	GLP1R inv ag = 18%	TDP-43 yeast inh = ?	aSyn rescue = 7%	FUS suppressor = 13%

[7] CC1(c2nnc(Cc3ccccc3)o2)CC(c2ccc([N+](=O)[O-])cc2)=NO1 (stereo not given)
  PTHR1 agonist = i	Akt phos inh = i	HEK293 tox = 11%	Abeta rescue = 1%	Mm-Cpn inhibitor = 3%	GLP1R inv ag = -3%	TDP-43 yeast inh = 26%	aSyn rescue = 0%	FUS suppressor = 33%

[32] COc1ccc(CCN2C(=O)c3ccccc3C2(O)c2ncc[nH]2)cc1OC (stereo not given)
  PTHR1 agonist = i	Akt phos inh = i	HEK293 tox = 1%	Abeta rescue = -4%	Mm-Cpn inhibitor = 0%	GLP1R inv ag = 7%	TDP-43 yeast inh = -18%	aSyn rescue = -22%	FUS suppressor = -14%

[2] O=C(/C=C/c1ccco1)OCC(=O)c1cccc([N+](=O)[O-])c1
  PTHR1 agonist = -4%	Akt phos inh = i	HEK293 tox = 9%	Abeta rescue = 7%	Mm-Cpn inhibitor = 0%	GLP1R inv ag = 5%	TDP-43 yeast inh = 8%	aSyn rescue = -3%	FUS suppressor = 17%

Retrieved by structure from the list above:
nr	SMILES	PTHR1 agonist	Akt phos inh	HEK293 tox	Abeta rescue	Mm-Cpn inhibitor	GLP1R inv ag	TDP-43 yeast inh	aSyn rescue	FUS suppressor
13	C=CCOc1ccc(/C=C/C(=O)OCC(=O)N2CCCc3ccccc32)cc1	-14%	i	20%	1%	-1%	-10%	20%	4%	-10%
34	COc1ccc(NC(=O)CN2C(=O)C(C)Oc3ccccc32)cc1 (stereo not given)	i	i	4%	-24%	1%	5%	18%	2%	·
12	O=C1C2ON(c3ccccc3)C(c3cccnc3)C2C(=O)N1c1ccc(Cl)c(Cl)c1 (stereo not given)	i	i	1%	-12%	-2%	-9%	9%	15%	44%

Not all compounds are listed (hit frequency here may not be typical).
